PME-1 inh = PME-1 inhibitors via competitive probe labeling, primary screen, biochemical, fluorescence polarization, FP-Rh probe, HTS; recombinant PME-1; hit rate 0.53% among 320,000; inhibition, % at 5.9 µM; AID 2130, 2009; Protein phosphatase methylesterase 1 (Homo sapiens), Q9Y570;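 active means inhibition above the campaign mean of all compounds plus 3 SD, cut at about 26% in these data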;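 further: competitive labeling of PME-1 active site by serine hydrolase directed probe; 0% = PME-1 with DMSO and 100% = wells lacking PME-1 enzyme; inhibitors block probe labeling so polarization falls and inhibition rises; many of its hits are not listed in these tables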
Target sequence (Q9Y570 whole entry, looked up): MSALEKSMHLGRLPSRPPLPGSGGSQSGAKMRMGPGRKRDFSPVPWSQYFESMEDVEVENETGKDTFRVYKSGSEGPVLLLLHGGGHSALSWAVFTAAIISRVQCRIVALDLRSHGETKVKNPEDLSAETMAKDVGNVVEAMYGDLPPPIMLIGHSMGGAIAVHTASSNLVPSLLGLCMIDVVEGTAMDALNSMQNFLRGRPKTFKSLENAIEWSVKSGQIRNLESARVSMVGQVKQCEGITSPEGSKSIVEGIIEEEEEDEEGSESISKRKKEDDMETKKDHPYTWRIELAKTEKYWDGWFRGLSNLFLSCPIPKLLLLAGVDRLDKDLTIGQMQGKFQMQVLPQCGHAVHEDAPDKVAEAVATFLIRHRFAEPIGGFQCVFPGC
MEX-5 binding = MEX-5 zinc finger RNA-binding disruptors – biochemical, C. elegans, fluorescence polarization, MLPCN library, primary screen; hit rate 0.38% among 300,000; MEX-5/FITC-TCR2 RNA binding; hits give low values; activity score (negative = inhibition of binding), % at 10 µM; Zinc finger protein mex-5 (Caenorhabditis elegans), Q9XUB2;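 active means inhibition past about -25% in most replicates, and total fluorescence under double the plate's negative control median, limit read from the data; inconclusive means replicates evenly split on the limit, or fluorescence at least double controls; inactive means too little inhibition in most replicates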;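 further: 0% = DMSO and -100% = 5 µM competing unlabeled TCR2 RNA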
GRK2 inh = compounds blocking aptamer binding on GRK2 – biochemical, human GRK2, bead flow cytometry, HTS, primary screen | FAM-aptamer displacement from GRK2 | inhibition of aptamer binding, % at 10 µM | hit rate 0.59% among 330,000 | AID 488847, 2010;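 active means inhibition of aptamer binding above 40%, roughly 3 SD of noise, on plates passing a quality check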;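 further: median bead fluorescence of bound FAM aptamer so fluorescent compounds give negative values; no value below 0 was filed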
Fam108B inh = mouse Fam108B serine hydrolase inhibitors, primary screen, counter-screen for RBBP9 inhibitor project, biochemical, fluorescence polarization. recombinant Fam108B, FP-Rh probe fluorescence polarization. inhibition, % at 9.51 µM. hit rate 0.33% among 300,000. AID 1947, 2009;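 active means inhibition above the screen mean inhibition plus 3 SD, computed separately per campaign, cut at about 18% in these data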;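 further: inhibitors lower polarization as less probe binds the enzyme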
MCL1-BIM inh = inhibitors of MCL1 binding to BIM-BH3, primary screen, biochemical, fluorescence polarization; Induced myeloid leukemia cell differentiation protein Mcl-1 (Homo sapiens), Q07820; GST-MCL1 / FITC-Bim-BH3 fluorescence polarization; inhibition, % at 10.9 µM; hit rate 0.68% among 320,000; AID 2057, 2009;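 active means inhibition above the mean inhibition of all tested compounds plus 3 SD, set per campaign, cut at about 40% in these data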;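 further: 0% = DMSO wells and 100% = unlabeled Bim-BH3 peptide control; higher means more loss of mP so more displacement of Bim peptide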
Efflux pump inh = inhibitors of Candida efflux pumps in yeast, primary screen, S. cerevisiae, Nile Red, multiplex; inhibition, % at 10 µM; hit rate 0.44% among 330,000; S. cerevisiae Candida pump triplex;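 active means plate passing quality check with inhibition over a set limit, or well fluorescence over plate mean plus 4 SD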;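 further: Nile Red retained in pooled yeast measured as flow cytometry median fluorescence; 0% = buffer negative control and 100% = Enniatin B positive control; higher means more Nile Red kept so more efflux inhibition; some compounds called inactive have numbers as strong as hits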
VLA-4 inh = inhibition in human VLA-4 binding assay, primary screen, VLA-4 allosteric modulator project, MLPCN library, flow cytometry, VLA-4 expressing cells; inhibition, % (about 7 µM as worked out from the volumes in the protocol); hit rate 0.2% among 330,000; ligand binding flow cytometry; AID 2557, 2010; in the data active means inhibition above about 50%
Bcl-xL primary = inhibitors of human Bcl-xL, primary screen, biochemical, fluorescence polarization, HTS | Bcl-2-like protein 1 (Homo sapiens), Q07817 | hit rate 0.7% among 320,000 | GST-Bcl-xL / FITC-Bim BH3 peptide fluorescence polarization | inhibition, % at 10.9 µM;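 active means inhibition above the mean of all tested compounds plus 3 SD, cutoff set per campaign, cut at about 30% in these data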;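 further: 0% = DMSO wells and 100% = unlabeled Bim-BH3 peptide competitor; inhibitors lower millipolarization by displacing the labeled peptide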
Target sequence (Q07817 whole entry, looked up): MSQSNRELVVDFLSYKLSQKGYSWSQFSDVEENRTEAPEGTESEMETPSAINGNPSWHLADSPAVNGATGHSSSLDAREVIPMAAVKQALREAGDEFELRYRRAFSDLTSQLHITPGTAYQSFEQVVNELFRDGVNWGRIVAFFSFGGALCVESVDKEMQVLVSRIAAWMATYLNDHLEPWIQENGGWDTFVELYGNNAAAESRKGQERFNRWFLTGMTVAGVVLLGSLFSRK
GLD-1 TGE inh = GLD-1/TGE RNA complex disruptors, primary screen, biochemical, fluorescence polarization; Female germline-specific tumor suppressor gld-1 (Caenorhabditis elegans), Q17339; purified GLD-1 + fluorescein TGE RNA; inhibition, % at 5.96 µM; hit rate 0.44% among 320,000;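 active means percent inhibition above a per-plate cutoff, the plate mean of test compounds plus 3 SD, cut at about 30% in these data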;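 further: 0% = DMSO wells with GLD-1 and probe and 100% = wells lacking GLD-1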
Target sequence (Q17339 whole entry, looked up): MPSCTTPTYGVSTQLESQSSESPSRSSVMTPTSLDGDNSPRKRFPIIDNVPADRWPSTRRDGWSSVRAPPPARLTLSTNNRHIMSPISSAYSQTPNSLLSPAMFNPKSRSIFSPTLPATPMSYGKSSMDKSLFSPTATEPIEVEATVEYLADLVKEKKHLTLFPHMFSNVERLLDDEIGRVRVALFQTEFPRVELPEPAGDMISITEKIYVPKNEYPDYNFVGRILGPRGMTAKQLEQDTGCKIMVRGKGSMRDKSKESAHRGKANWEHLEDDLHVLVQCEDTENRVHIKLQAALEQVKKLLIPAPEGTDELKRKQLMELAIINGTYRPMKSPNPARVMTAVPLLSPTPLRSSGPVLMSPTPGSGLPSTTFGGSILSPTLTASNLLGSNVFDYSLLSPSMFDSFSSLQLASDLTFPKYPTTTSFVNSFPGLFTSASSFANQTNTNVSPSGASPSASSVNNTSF
* = called active by the depositor; ? = inconclusive; / = not tested or not shown. A portion of the library (hit frequency here may not be typical).

SMILES	PME-1 inh	MEX-5 binding	GRK2 inh	Fam108B inh	MCL1-BIM inh	Efflux pump inh	VLA-4 inh	Bcl-xL primary	GLD-1 TGE inh
Cn1nc(OC(=O)Nc2cccc(Cl)c2)cc1C(F)(F)F	-24	-1.9	0	-15	5	0.2	-8	4	2
S=C(NCCc1ccccc1)N/N=C/c1cccc(Cl)c1Cl	-34	-0.8	0	-29	-2	0.2	5	-5	8
O=C(O)c1ccc2c3c(cccc13)C(=O)N(c1cccc3ccccc13)C2=O	0	-1.2	0	-2	9	-0.1	8	6	7
CCCCNC(=O)CCSc1nc2nc(C)cc(C)n2n1	-1	0.1	0	-1	2	0.0	/	9	3
CC(=O)Nc1nnc(SCC(=O)N2CCN(Cc3ccccc3)CC2)s1	4	0.8	0	2	4	-0.1	21	1	9
CN(Cc1nc2ccccc2[nH]1)C(=O)C1CCC(=O)N(CCc2cccc(F)c2)C1 (stereo unspecified)	-3	0.2	3	1	4	0.1	-11	5	-4
CCOc1cc(CNc2ccc(Br)cc2)cc(Br)c1OCC(=O)NC(C)(C)C	-1	-0.3	2	3	8	0.1	6	6	7
CS(=O)(=O)N(CC(=O)N1CCCC1)c1cccc(Cl)c1Cl	3	1.8	2	-4	6	0.0	5	2	2
COc1ccc(-n2nc(C(=O)NCC(=O)N3CCN(Cc4ccccc4)CC3)c3ccccc3c2=O)c(OC)c1	2	0.0	0	0	7	0.1	-5	0	2
O=C(/C=C/c1ccco1)c1ccccc1O	0	-0.1	0	0	-1	-0.1	14	4	1
Cc1ccc(SCCNC(=O)/C=C/c2cccc([N+](=O)[O-])c2)cc1	3	-3.0	1	-2	0	-0.2	29	-1	3
CCOCCCNC(=O)CSc1nnc(-c2ccc(S(=O)(=O)N3CCCC3)cc2)n1C	-6	0.2	2	-1	-3	0.0	9	5	5
Cc1ccc(C2OCC3(CO2)COC(c2ccc(C)cc2)OC3)cc1 (stereo unspecified)	-1	0.0	0	3	-8	0.0	9	-1	-3
Cc1ccc(C(=O)N/C(=C\c2ccc(-c3ccc([N+](=O)[O-])cc3)o2)C(=O)NC2CCS(=O)(=O)C2)cc1 (stereo unspecified)	0	?	2	1	-13	-0.3	-105	-5	-9
Cc1ccc2nc(Cl)c3cc(C(=O)N(CCN(C)C)Cc4ccco4)sc3c2c1	-5	-2.6	0	0	11	0.0	4	0	-3
N#Cc1ccc(CSc2ccc(S(=O)(=O)N3CCCC3)cn2)cc1	4	/	1	/	-3	0.2	15	1	1
N/C(=N\OC(=O)CC1CCCCC1)c1ccc(Br)cc1	2	-0.4	1	3	5	0.0	0	9	-4
COc1ccc(NC(=O)CSc2nnc3ccc(-c4cccnc4)nn23)cc1OC	3	4.4	0	3	2	0.0	1	4	8
Cc1ccc(CC(=O)Nc2ccc(OC(F)F)c(Cl)c2)cc1C	-13	-0.6	0	-5	0	-0.1	6	5	5
Cc1cccc(Nc2nc(NCC3CCCO3)nc(N)c2[N+](=O)[O-])c1 (stereo unspecified)	2	-1.5	0	4	-8	0.2	-10	0	-3
C=CCNc1nnc(SCC(=O)Nc2ccccc2OC)c2ccccc12	-2	-8.4	0	-4	-2	0.0	-13	-2	5
Cc1c(C)n(O)c2ccc3nonc3c12	6	-3.5	/	7	9	-0.2	-4	13	12
N#C/C(=C/c1ccco1)c1nc2ccccc2s1	-1	-3.7	3	-7	5	-0.2	-28	33*	11
O=c1cc(CN2CCN(Cc3ccccc3)CC2)c2cc3c(cc2o1)CCC3	-5	1.1	0	-3	1	-0.1	-5	5	-2
COc1cccc(-c2nc3c(c(SCC(=O)N4CCOCC4)n2)Cc2c(CO)cnc(C)c2O3)c1	-4	2.1	3	-4	4	-0.2	-10	5	10

Single values from the list:
CN(Cc1nc2ccccc2[nH]1)C(=O)C1CCC(=O)N(CCc2cccc(F)c2)C1 (stereo unspecified) | VLA-4 inh = -11
COc1cccc(-c2nc3c(c(SCC(=O)N4CCOCC4)n2)Cc2c(CO)cnc(C)c2O3)c1 | GRK2 inh = 3
N#Cc1ccc(CSc2ccc(S(=O)(=O)N3CCCC3)cn2)cc1 | PME-1 inh = 4

Returning to the listing with the 4 entries that preceded the break.
SMILES	PME-1 inh	MEX-5 binding	GRK2 inh	Fam108B inh	MCL1-BIM inh	Efflux pump inh	VLA-4 inh	Bcl-xL primary	GLD-1 TGE inh
Cc1c(C)n(O)c2ccc3nonc3c12	6	-3.5	/	7	9	-0.2	-4	13	12
N#C/C(=C/c1ccco1)c1nc2ccccc2s1	-1	-3.7	3	-7	5	-0.2	-28	33*	11
O=c1cc(CN2CCN(Cc3ccccc3)CC2)c2cc3c(cc2o1)CCC3	-5	1.1	0	-3	1	-0.1	-5	5	-2
COc1cccc(-c2nc3c(c(SCC(=O)N4CCOCC4)n2)Cc2c(CO)cnc(C)c2O3)c1	-4	2.1	3	-4	4	-0.2	-10	5	10
CCCN(C(=O)Cn1c(C(F)(F)F)nc2ccccc21)C1CCS(=O)(=O)C1 (stereo unspecified)	7	-0.7	5	4	5	0.0	-3	3	-9
COc1ccccc1C(CNc1ncccc1[N+](=O)[O-])N(C)C (stereo unspecified)	-6	0.0	1	2	14	-0.1	11	18	30
NS(=O)(=O)c1cc(C(=O)NC2CCSc3ccccc32)ccc1Cl (stereo unspecified)	-86	?	51*	-25	79*	0.0	9	34*	6
O=C(Nc1ccc2nc(-c3cccnc3)[nH]c2c1)c1ccco1	-3	-2.2	0	-1	5	-0.1	11	7	5
CCOC(=O)c1ccc(NC(=O)c2nc[nH]c2C(=O)NCCNC(=O)c2[nH]cnc2C(=O)Nc2ccc(C(=O)OCC)cc2)cc1	/	/	0	/	/	0.2	-57	/	1
C#CC(CC)(CC)NC(=O)/C=C/C(=O)O	8	0.3	0	3	-3	0.0	24	-3	0
[O-]c1c[n+](-c2ccccc2)no1	1	/	4	1	1	-0.1	9	1	1
C/C(=N\NC(=O)Cn1ccc(C(F)(F)F)n1)c1ccco1	-6	-0.2	2	4	0	-0.4	-2	1	-1
c1coc(CNCc2cccs2)c1	-1	-1.0	0	0	5	0.0	0	4	-4
CN(C(=O)COC(=O)CCC(=O)c1ccc(Cl)cc1)c1c(N)n(Cc2ccccc2)c(=O)[nH]c1=O	9	2.8	1	1	-7	0.2	-2	-7	-2
COc1ccc(S(=O)(=O)N2CCN(CCCOc3ccc(F)cc3)CC2)cc1OC	0	1.1	1	1	-12	-0.1	20	-6	2
CC(=O)Nc1ccc(S(=O)(=O)N2CCC(N3CCCCCC3)CC2)cc1	1	0.2	0	0	-1	-0.1	2	-9	5
Cc1ccc(C(=O)Nc2ccc3c(c2)C(=O)NC3=O)cc1	-56	-3.0	0	-33	-7	-0.1	-20	-3	-6
COc1ccc(C(O)(CC(C)C)C(CN2CCOCC2)c2ccccc2)cc1 (stereo unspecified)	1	0.1	0	2	0	0.1	28	47*	4
COC(=O)c1c(NC(C)=O)sc(C(=O)N2CCOCC2)c1C	-4	-0.1	0	3	2	0.1	7	-2	15
CCCNC(=O)CN1C(=O)COc2ccc(S(=O)(=O)N3CCCCCC3)cc21	6	2.7	1	2	1	-0.1	-17	2	4
CCOC(=O)C1=C(COC(=O)c2ccc(Br)o2)NC(=O)NC1C (stereo unspecified)	3	-1.4	5	-4	3	0.0	-11	7	2
COCCn1c(=NC(=O)c2cc(-c3cccs3)nc3ccccc23)sc2cc(S(N)(=O)=O)ccc21	-78	1.6	4	-61	-35	-0.7	0	-19	-22
O=C(CCCCCNC(=O)c1ccccc1Cl)N/N=C/c1ccco1	8	-0.5	5	0	1	0.1	10	2	3
COc1ccc(NC(=O)c2ccccc2NC(=O)c2ccccc2)cc1	-2	0.5	41*	-2	3	0.5	13	1	4
CC(C)NC(=S)NCc1cccs1	3	0.8	2	6	-1	-0.1	16	2	-1
CCOc1ccccc1-n1c(=O)c2ccccc2c2ccccc2c1=O	8	-0.8	1	-4	-3	0.2	8	3	4
CCOC(=O)[C@H]1NN=C(C(=O)OC)[C@@H]1c1ccccc1	-2	-0.6	0	-3	0	-0.2	21	1	3
CCOC(=O)c1ccc(N2C(=O)C(C)=C(C)C2=O)cc1	1	-3.0	0	-3	3	0.1	5	4	-1
CSCCC(NS(=O)(=O)c1ccc(Cl)c(Cl)c1)C(=O)O (stereo unspecified)	-5	0.0	0	-6	-2	0.2	26	3	7

Part of the list above with just GLD-1 TGE inh, MEX-5 binding and GRK2 inh.
mol,GLD-1 TGE inh,MEX-5 binding,GRK2 inh
CC(=O)Nc1ccc(S(=O)(=O)N2CCC(N3CCCCCC3)CC2)cc1,5,0.2,0
Cc1ccc(C(=O)Nc2ccc3c(c2)C(=O)NC3=O)cc1,-6,-3.0,0

Later entries
SMILES	PME-1 inh	MEX-5 binding	GRK2 inh	Fam108B inh	MCL1-BIM inh	Efflux pump inh	VLA-4 inh	Bcl-xL primary	GLD-1 TGE inh
CCC1SC(CC)C(=O)N(CC(=O)NCc2ccc(F)cc2)C1=O (stereo unspecified)	6	-0.4	4	4	-1	0.0	14	-5	-14
O=C(Nc1ccccc1)Nc1ccccc1C(=O)NCCCN1CCOCC1	-3	-1.6	3	-1	7	0.4	1	5	-5
Cc1cc(C)n2nc(S(=O)(=O)Nc3c(Cl)cccc3Cl)nc2n1	-7	1.3	1	-2	-5	-0.2	1	3	7
CC(C)N(Cc1ccccc1)C(=O)c1cnc2n(c1=O)CCS2	3	0.5	0	-2	9	0.0	6	4	1
CC(=O)C(C)Sc1nnc(-c2ccccc2F)n1C1CC1 (stereo unspecified)	2	-1.2	0	-2	5	0.1	-2	1	4
Cc1ccc(C(=O)NCCOc2cccc3cccnc23)cc1Cl	0	0.6	0	-2	8	0.0	8	6	2
CCCCCN(C(=O)CN1CCC(Cc2ccccc2)CC1)c1c(N)n(CCCC)c(=O)[nH]c1=O	2	6.6	0	-1	-14	-0.1	23	-14	-14
COc1ccc(Cl)cc1C(=O)OCC(=O)Nc1sccc1C(N)=O	/	/	0	/	/	0.4	4	/	-1
COc1cc(C=O)c(Cl)cc1OCC(N)=O	-3	0.2	10	3	12	-0.1	15	9	4

Reformatted: entries from further up.
> CC(C)N(Cc1ccccc1)C(=O)c1cnc2n(c1=O)CCS2
- PME-1 inh: 3
- MEX-5 binding: 0.5
- GRK2 inh: 0
- Fam108B inh: -2
- MCL1-BIM inh: 9
- Efflux pump inh: 0.0
- VLA-4 inh: 6
- Bcl-xL primary: 4
- GLD-1 TGE inh: 1
> CC(=O)C(C)Sc1nnc(-c2ccccc2F)n1C1CC1 (stereo unspecified)
- PME-1 inh: 2
- MEX-5 binding: -1.2
- GRK2 inh: 0
- Fam108B inh: -2
- MCL1-BIM inh: 5
- Efflux pump inh: 0.1
- VLA-4 inh: -2
- Bcl-xL primary: 1
- GLD-1 TGE inh: 4

Screening results deposited in PubChem by several laboratories.
